# Compound activity: PubChem BioAssay, Broad Institute
# PAX8 inh HTS = inhibitors of PAX8 transcriptional activity in RMG-I cells | actives 1.2% (n = 360,000) | AID 652154 | RMG-I TPO-luciferase reporter, SteadyGlo, 24 h | inhibition, % at 12.6 µM;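 active means mean replicate inhibition at least 60% with every replicate also reaching 60%; inconclusive means only one of the two criteria is met; inactive means mean below 60% and not all replicates reaching 60%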;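 further: luciferase light reporting Pax8 driven TPO promoter activity; plate controls were median of neutral control wells for no effect and mitoxantrone controls for full effect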
# LGR2 inh = inhibitors of bursicon-induced Drosophila LGR2 receptor cAMP signaling | actives 0.35% (n = 380,000) | inhibition, % at 9.99 µM | HEK293 LGR2, CRE-luciferase, bursicon-stimulated, 4 h;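 active means drop in luminescence signal, shown as inhibition above about 50% in the replicate tests, limit read from the data, passing the limit was not always enough; inconclusive means probably only some replicates passing the limit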;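 further: agonist challenge used bursicon conditioned medium at about half maximal strength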
# SIRT5 block = inhibitors of human sirtuin-5 desuccinylase. Q9NXA8. Purified SirT5, succinyl-peptide AMC, trypsin-coupled fluorescence. inhibition, % at 15 µM. actives 1.1% (n = 330,000). AID 652115; in the data active means inhibition above about 15%; inconclusive means no clear call, values can overlap the other calls
# Target sequence (Q9NXA8 whole entry, looked up): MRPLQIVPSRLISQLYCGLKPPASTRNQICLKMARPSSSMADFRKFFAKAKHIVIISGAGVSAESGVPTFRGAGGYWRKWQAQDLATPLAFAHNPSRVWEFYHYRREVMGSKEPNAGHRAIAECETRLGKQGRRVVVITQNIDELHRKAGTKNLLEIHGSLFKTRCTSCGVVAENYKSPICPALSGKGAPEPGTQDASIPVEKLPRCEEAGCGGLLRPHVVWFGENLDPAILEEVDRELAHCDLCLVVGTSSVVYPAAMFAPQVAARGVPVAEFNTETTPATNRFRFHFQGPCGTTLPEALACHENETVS
# ARNT-TACC3 inh = disruptors of human ARNT/TACC3 interaction; Q9Y6A5; AlphaScreen His-ARNT PAS-B/GST-TACC3 binding, luminescence; TACC3 fragment carries E629A point mutation; inhibition, % at 9.99 µM; actives 0.66% (n = 390,000); AID 623870;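 active means mean inhibition of replicates at least 50% and at least half of replicates each reaching 50%; inconclusive means half or more replicates reach 50% but mean below 50%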;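 further: 0% = complete ARNT plus TACC3 wells and 100% = ARNT alone without TACC3; many hits fall short of the cut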
# EWS-Fli inh = inhibitors of EWS/Fli oncoprotein transcriptional activity; A673 NR0B1-luciferase reporter, viability-normalised; actives 0.67% (n = 350,000); inhibition, % at 12.6 µM;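 active means mean inhibition of at least 50% after viability correction, with every replicate also passing that limit; inconclusive means mean reaches 50% but only one of two replicates passes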;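 further: firefly luciferase signal divided by Alamar Blue viability fluorescence both relative to DMSO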
# CASP6 VEID inh = inhibitors of human caspase-6 | purified caspase-6, Z-VEID-R110 cleavage fluorescence | P55212 | inhibition, % at 12.5 µM | actives 0.53% (n = 350,000);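 active means mean inhibition across replicates at least about 35%, with every replicate also reaching that limit, limit read from the data; inconclusive means only one of the two criteria met; inactive means neither criterion met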;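 further: 0% = median of neutral control wells and 100% = no fluorescence left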
# Target sequence (P55212 24-179 limits assumed): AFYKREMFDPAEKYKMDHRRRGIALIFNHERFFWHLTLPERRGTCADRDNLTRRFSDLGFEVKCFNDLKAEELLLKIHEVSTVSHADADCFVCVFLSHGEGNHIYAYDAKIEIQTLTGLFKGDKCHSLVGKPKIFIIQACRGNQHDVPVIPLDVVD
# Target sequence (P55212 194-293 limits assumed): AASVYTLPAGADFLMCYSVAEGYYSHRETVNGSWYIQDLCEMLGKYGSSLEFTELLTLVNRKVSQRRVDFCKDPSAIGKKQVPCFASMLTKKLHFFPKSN
# DENV2 CPE rescue = inhibitors of DENV2 cytopathic effect; DENV2-infected cells, cytopathic effect rescue, plate reader; CPE inhibition, % at 9.99 µM; actives 1.7% (n = 350,000); AID 651640; in the data active means CPE inhibition above about 20%, passing the limit was not always enough; inconclusive means no clear call, values can overlap the other calls; tested in BHK-21 cells;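 further: 0% = median of neutral control wells and 100% = median of positive control wells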
# Starred values were filed as active, the others as inactive; ? = inconclusive; · = not tested or not shown.
SMILES,PAX8 inh HTS,LGR2 inh,SIRT5 block,ARNT-TACC3 inh,EWS-Fli inh,CASP6 VEID inh,DENV2 CPE rescue
CCN1CCN(c2ncnc3scc(-c4ccc(OC)cc4)c23)CC1,5.5,-10.9,-2.8,-3.0,0.5,-2.6,?
Cc1ccc(N(C(=O)CCC(=O)Nc2ccccn2)C(C(=O)NC(C)C)c2ccc(F)cc2)cc1 (stereo not given),3.4,-21.1,-4.8,1.1,5.5,1.4,8.3
O=C(COC(=O)c1ccc([N+](=O)[O-])o1)NCCc1ccccc1,9.5,-2.5,1.5,44.3,2.0,29.0,-7.8
CC(=O)N1[C@@H]2c3ccc(-c4ccccc4F)c(=O)n3C[C@@H]2[C@@H](CO)[C@@H]1C(=O)N(C)C,·,7.0,-6.9,·,-4.7,·,-6.2
C/C(=N\NC(=O)C(=O)N/N=C(\C)c1cccc(O)c1)c1cccc(O)c1,0.3,34.0,·,0.7,-9.3,9.0,0.2
O=C(NCCN1CCC(n2c(=O)[nH]c3ccccc32)CC1)c1cccc(F)c1,-8.5,8.7,-16.1,·,-0.4,-6.4,-6.8
Cc1ccc(C)c(OCC(=O)NC2CCCCCC2)c1,-67.1,-29.4,-0.8,-9.0,-6.2,0.3,7.5
O=C(N/N=C/c1ccc[nH]1)c1ccc(COc2cccc3cccnc23)cc1,78.7*,22.3,-0.7,1.2,23.2,-1.6,2.9
COCCCn1c(SCC(=O)NC2CCCC2)nnc1-c1ccncc1,-0.2,4.8,-2.7,-2.2,-0.9,-2.5,-4.2
O=C(O)[C@@H]1[C@@H](CO)[C@@H]2Cn3c(ccc(C4=CCCCC4)c3=O)[C@@H]2N1Cc1ccccc1F,15.5,-1.0,2.7,-0.6,2.8,-3.1,16.1
C=C1CC2C(=O)N(Cc3ccccc3)C(C(=O)OCC)(C(=O)OCC)C1N2C(=O)OC(C)(C)C (stereo not given),3.6,6.9,0.8,·,2.6,-0.8,-6.8
Cc1nc2ccc(NC(=O)COc3ccccc3[N+](=O)[O-])cc2s1,-26.2,-46.2,3.4,-6.7,-18.2,4.5,-2.3
N#C[C@@H]1N[C@H](CO)[C@H]1c1ccc(-c2ccccc2F)cc1,-11.3,-5.5,0.4,21.4,8.7,-0.2,-7.3
CCOc1ccc(-c2ccc(SCC)nn2)cc1,1.5,59.0*,4.0,-1.4,-4.0,2.3,0.4
CC=Cc1ccc2n(c1=O)C[C@@H]1[C@@H](CO)[C@H](C(=O)NCCC)[C@H]2N1Cc1ccccc1OC (mixture of isomers),-1.6,18.2,2.7,0.4,-0.3,-1.6,-4.8
CCN(CC(=O)NC(C)(C)C)C(=O)CN1c2cccc3cccc(c23)S1(=O)=O,1.5,6.9,-0.1,·,-8.7,5.7,0.0
Cc1ccc(-n2ncc3c(SCc4ccccn4)ncnc32)c(C)c1,-25.5,-30.8,-2.4,0.2,-91.0,·,·
Cc1ccccc1C(=O)Nc1nc2c(C)csc2c(=O)s1,0.0,-0.6,-1.7,-5.4,12.7,2.2,4.1
Fc1cccc(NC(=S)NCc2ccccn2)c1,-72.9,-37.3,-3.1,19.7,-28.2,-1.2,-5.3
Cc1cccc(NC(=O)C(=O)NCCCN2CCOCC2)c1,16.8,-47.8,-3.8,-5.3,0.6,-15.8,2.4
COc1ccc(-c2nc(CS(=O)(=O)CC(=O)NCc3ccc4c(c3)OCO4)c(C)o2)cc1,4.1,-5.7,-0.1,·,4.5,1.8,-2.9
CCc1nn(CC(=O)N2CCN(CC)CC2)c(=O)c2cccn12,-0.8,28.1,-1.2,-2.7,0.8,-0.4,-5.1
Cc1ccc(N2CC(NS(=O)(=O)c3cccs3)CC2=O)cc1 (stereo not given),6.5,9.0,1.0,1.1,8.8,2.6,5.8
CC(C)NC(=O)N[C@H]1CC[C@@H](CCNC(=O)C2CC2)O[C@H]1CO,16.4,-13.7,4.6,-5.1,-0.2,-7.5,-0.7
CCN(CC)c1ccc(/C=N/N2CCN(c3ccccc3OC)CC2)cc1,-18.4,10.9,-4.0,14.5,5.5,-1.3,-0.7

# Entries of single compounds, looked up by structure.
# Profile of `Cc1ccc(N(C(=O)CCC(=O)Nc2ccccn2)C(C(=O)NC(C)C)c2ccc(F)cc2)cc1` (stereo not given) → PAX8 inh HTS: 3.4; LGR2 inh: -21.1; SIRT5 block: -4.8; ARNT-TACC3 inh: 1.1; EWS-Fli inh: 5.5; CASP6 VEID inh: 1.4; DENV2 CPE rescue: 8.3
# Profile of `CC(=O)N1[C@@H]2c3ccc(-c4ccccc4F)c(=O)n3C[C@@H]2[C@@H](CO)[C@@H]1C(=O)N(C)C` → PAX8 inh HTS: ·; LGR2 inh: 7.0; SIRT5 block: -6.9; ARNT-TACC3 inh: ·; EWS-Fli inh: -4.7; CASP6 VEID inh: ·; DENV2 CPE rescue: -6.2
# Profile of `CCc1nn(CC(=O)N2CCN(CC)CC2)c(=O)c2cccn12` → PAX8 inh HTS: -0.8; LGR2 inh: 28.1; SIRT5 block: -1.2; ARNT-TACC3 inh: -2.7; EWS-Fli inh: 0.8; CASP6 VEID inh: -0.4; DENV2 CPE rescue: -5.1

# With a hit mark in LGR2 inh, among the entries above:
Compound,LGR2 inh,SIRT5 block,ARNT-TACC3 inh,CASP6 VEID inh,DENV2 CPE rescue
CCOc1ccc(-c2ccc(SCC)nn2)cc1,59.0*,4.0,-1.4,2.3,0.4

# (cont.)
SMILES,PAX8 inh HTS,LGR2 inh,SIRT5 block,ARNT-TACC3 inh,EWS-Fli inh,CASP6 VEID inh,DENV2 CPE rescue
COc1cc(C2C3=C(Nc4nc(N)[nH]c(=O)c42)c2ccccc2C3=O)ccc1O (stereo not given),10.9,3.4,2.0,40.1,6.5,5.1,-1.4
CCOc1ccc(S(=O)(=O)N2CCC(C(=O)OC(C)C(=O)NC3CCCCC3C)CC2)cc1 (stereo not given),11.8,-8.0,-1.6,9.2,7.4,-2.3,8.3
CCCn1c(N)c(N(CCOC)C(=O)c2cc3c(s2)CCCCC3)c(=O)[nH]c1=O,-2.4,-2.0,-1.3,-22.7,1.1,0.3,-11.4
Cc1nc(NC(=O)CN(C)S(=O)(=O)c2ccc(Cl)cc2)sc1C,·,5.9,1.6,-3.7,-8.7,-1.0,-0.9
CC(C)NS(=O)(=O)c1ccc(OCC(=O)NCc2cccnc2)cc1,·,2.4,-3.5,-12.3,4.4,-1.2,4.0
O=C1CCCN1CC1CCN(Cc2nc(CC3CC3)no2)CC1,0.7,-6.3,1.2,-2.4,-19.0,-3.1,1.6
CCC(=O)N(C)C[C@H]1Oc2cc(C#C[C@@H](C)O)ccc2S(=O)(=O)N([C@H](C)CO)C[C@H]1C,0.0,11.5,-3.9,-5.4,-1.8,0.9,-4.1
C[C@H](O)C#Cc1ccc2c(c1)O[C@H](CN(C)C(=O)C1CC1)[C@@H](C)CN([C@@H](C)CO)S2(=O)=O,·,7.2,2.0,-5.7,-2.3,1.1,56.6*
CCC1Oc2ccc(C)cc2N(CC(=O)NCCCN2CCCC2)C1=O (stereo not given),-10.2,2.7,-3.0,·,5.2,-23.4,4.8
COc1cc(OC)cc(C(=O)N[C@H](C(=O)OCC(=O)Nc2ccc(F)c(F)c2)C(C)C)c1,46.3,15.0,1.7,-3.6,0.6,2.7,-6.8
CCc1ccc(OCCOCCN2CCN(C)CC2)cc1,9.5,3.3,-4.5,-8.7,7.6,-3.1,3.7
Cc1ccc(OCCn2c(SCCO)nc3c(N)ncnc32)cc1,18.8,3.4,-26.5,-7.8,5.8,-2.5,-5.5
Cc1ccc(S(=O)(=O)N(C)C[C@H]2OCCCC[C@H](C)Oc3ccc(NC(=O)NC(C)C)cc3C(=O)N([C@@H](C)CO)C[C@H]2C)cc1,-29.3,18.1,1.5,-3.0,-10.6,1.5,0.3
Cn1cc(C(F)(F)F)nc1-c1ccc(OCC(O)CNCCOc2ccc(O)c(C(N)=O)c2)cc1 (stereo not given),-3.4,-15.7,-6.8,4.0,1.8,-1.0,?
CCCCOCCCNC(=O)C[C@@H]1C[C@@]2(C(=O)OCC)CCCC=C2N(Cc2ccc(Cl)cc2Cl)C1=O,-15.5,15.4,·,·,0.5,-3.3,15.6
CC(C)c1nnc(SCC(=O)N2CCc3ccccc32)n1N,-11.9,13.8,-0.9,-2.8,-2.5,0.4,0.8
CC(C)NC(=O)N(C)C[C@H]1OCCCC[C@@H](C)Oc2ccc(NS(=O)(=O)c3ccc(Cl)cc3)cc2C(=O)N([C@H](C)CO)C[C@H]1C,0.6,11.9,-0.6,-2.1,6.3,-0.3,8.6
COc1ccc(NC(=O)COc2ncnc3ccccc23)cc1S(=O)(=O)N1CCOCC1,-10.4,-13.0,-0.7,3.8,-3.5,-2.6,·
CCOc1ccc(CC(=O)Nc2ccc(S(=O)(=O)N3CCCC3)cc2)cc1,4.2,2.7,-0.7,-2.1,·,1.4,?
COc1ccccc1-c1noc(CSc2nc(C)cc(=O)[nH]2)n1,12.5,7.2,-5.4,-3.9,5.4,2.4,·
OCC1(CC2CCCCO2)CCN(Cc2ccccc2-c2ccco2)CC1 (stereo not given),25.0,4.6,0.7,24.1,9.6,-1.6,·
COc1ccccc1C(=O)NNC(=O)c1csc(N2CCOCC2)n1,-5.5,20.6,-3.5,-0.9,-3.3,-1.6,-6.1
O=c1c(Cc2ccc(F)cc2)c(O)ccn1CCCn1ccnc1,15.9,7.2,1.1,2.3,-4.3,0.9,-0.3
COc1cccc(OCCNS(=O)(=O)c2cccc([N+](=O)[O-])c2)c1,3.4,24.2,-4.1,6.2,13.4,1.7,-3.4
Cc1sc2nc(COC(=O)c3cccc(S(=O)(=O)N(C)c4ccccc4)c3)[nH]c(=O)c2c1C,22.3,24.1,1.1,3.5,14.5,0.3,0.1

# Single entries from the entries so far.
# `CCN(CC(=O)NC(C)(C)C)C(=O)CN1c2cccc3cccc(c23)S1(=O)=O` | SIRT5 block = -0.1
# `Fc1cccc(NC(=S)NCc2ccccn2)c1` | DENV2 CPE rescue = -5.3
# `CC(C)NC(=O)N[C@H]1CC[C@@H](CCNC(=O)C2CC2)O[C@H]1CO` | EWS-Fli inh = -0.2
# `C[C@H](O)C#Cc1ccc2c(c1)O[C@H](CN(C)C(=O)C1CC1)[C@@H](C)CN([C@@H](C)CO)S2(=O)=O` | CASP6 VEID inh = 1.1
# `CCCCOCCCNC(=O)C[C@@H]1C[C@@]2(C(=O)OCC)CCCC=C2N(Cc2ccc(Cl)cc2Cl)C1=O` | EWS-Fli inh = 0.5
# `O=C(COC(=O)c1ccc([N+](=O)[O-])o1)NCCc1ccccc1` | PAX8 inh HTS = 9.5

# More compounds.
SMILES,PAX8 inh HTS,LGR2 inh,SIRT5 block,ARNT-TACC3 inh,EWS-Fli inh,CASP6 VEID inh,DENV2 CPE rescue
C[C@H](CO)N1C[C@H](C)[C@@H](CN(C)S(=O)(=O)c2cccs2)Oc2ncc(/C=C/c3ccccc3)cc2C1=O,·,12.5,3.9,-1.2,12.1,5.6,-5.5
Cc1c(N/C=C/C(=O)c2ccc(Cl)cc2)c(=O)n(-c2ccccc2)n1C,·,-16.9,-1.4,8.6,-11.4,1.9,·
O=C(CN1C(=O)c2ccccc2S1(=O)=O)c1ccc(Cl)cc1Cl,111.5*,102.5*,-1.2,1.1,·,4.4,-5.6
COc1cccc(OC)c1C(=O)Nc1ccccc1Sc1ccccc1,-2.7,9.7,-0.9,·,14.5,-4.2,-7.0
C[C@@H]1CN([C@@H](C)CO)C(=O)c2cc(NC(=O)Nc3ccc4c(c3)OCO4)ccc2O[C@@H]1CN(C)S(=O)(=O)c1cn(C)cn1,·,7.2,-1.9,-7.5,-3.8,32.6,18.0
CCC1CCc2sc(C(=O)NCc3ccccn3)cc2C1 (stereo not given),-66.9,-46.1,-3.1,6.0,-45.5,1.3,-6.1
